DRD3 agonist: activates the human D3 dopamine receptor; P35462; D3R DiscoveRx beta-arrestin cells, luminescence, 90 min; max activation, %; 0.58% of 410,000 active; in the data active = max activation above about 30%; note: 0% is about no effect; mostly tested at two doses, the higher about 12 µM
Target sequence (P35462 whole entry, looked up): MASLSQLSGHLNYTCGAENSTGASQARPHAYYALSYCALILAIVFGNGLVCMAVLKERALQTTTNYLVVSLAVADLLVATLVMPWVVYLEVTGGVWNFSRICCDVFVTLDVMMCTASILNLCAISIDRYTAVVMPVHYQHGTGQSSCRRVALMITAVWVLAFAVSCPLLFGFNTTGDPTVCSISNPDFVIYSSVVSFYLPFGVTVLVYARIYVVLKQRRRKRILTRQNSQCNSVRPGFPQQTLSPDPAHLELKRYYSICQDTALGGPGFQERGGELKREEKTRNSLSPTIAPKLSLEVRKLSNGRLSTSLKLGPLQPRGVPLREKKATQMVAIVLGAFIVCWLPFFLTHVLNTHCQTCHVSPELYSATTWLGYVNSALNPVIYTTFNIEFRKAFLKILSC
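Agonist-mode cell screen: cells plated at 1500/well and incubated overnight at 37 °C, then exposed to library compounds for 90 min at 37 °C. Detection reagent was added for 30–60 min at room temperature, and luminescence was read.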
EPAC2 antag: antagonists of human EPAC2; AID 720708; Potency, µM (highest dose often 114 µM), inactives show at the top dose activity, negative = inhibition, hits mostly inhibitors; 0.18% of 360,000 active; EPAC2 GEF exchange of Rap1B-BODIPY-GDP, fluorescence; note: potency is the fitted concentration of half-maximal effect; % is set by controls: 0 for no effect and ±100 for the full control effect; nearly all actives have a fitted effect of over 45% in size; many of its hits are not listed in these tables
Akt phos inh: inhibitors of Akt phosphorylation | activity change, % for hits at 50 µM | 0.32% of 360,000 active | Neuro2A IGF-stimulated pAkt S473 HTRF, 20 min; hits give low values; in the data active = activity change below about -80%; inconclusive = mostly about -51% to -80%; note: % is set by controls: 0 for no effect and ±100 for the full control effect
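Neuro2A cells in DMEM with 0.5% FBS, overnight at 37 deg C, given compound at single 50 µM final, then IGF (6 nM final) for 20 min at 37 deg C. Lysed; phospho-Akt Ser473 by HTRF after 24 h, 665/615 ratio.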
Mm-Cpn inhibitor: M. maripaludis TRiC chaperonin inhibition; Potency, µM (doses to about 76.9 µM), for the others: top-dose activity, negative = inhibition, hits mostly inhibitors; 0.031% of 330,000 active; purified Mm-Cpn ATPase, ADP Transcreener TR-FRET; note: potency is the fitted concentration of half-maximal effect; % is set by controls: 0 for no effect and ±100 for the full control effect; nearly all actives have a fitted effect of over 80% in size
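Reaction buffer contained 30 mM Tris pH 7.4, 100 mM KCl, 5 mM MgCl2 and 1 mM DTT. Mm-CPN (25 nM final) hydrolysed 10 uM ATP over 30 min at 37°C; ADP was read by HTRF.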
CCT chaperon mod: modulators of cytosolic chaperonin (CCT/TRiC) activity | purified chaperonin ATPase assay, HTRF ADP detection, 30 min | activity change, % (concentration not given with the values), hits read low | 0.3% of 360,000 active | AID 651819; in the data active = activity change below about -30%; note: % is set by controls: 0 for no effect and ±100 for the full control effect
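We incubate TRiC, 40 or 20 nM final, with library compounds at 76 uM and 10 uM ATP for 30 min at 37 °C. ADP formed is detected with Transcreener HTRF reagents after 30 min at room temperature.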
DRD3 antagonist: antagonists of human D3 dopamine receptor; 2.5% of 360,000 active; max response, negative = inhibition, %; P35462; D3R cells, DiscoveRx beta-arrestin luminescence, antagonist mode; hits give low values; in the data active = max response below about -50%; inconclusive = no clear call, values can overlap the other calls; note: % is set by controls: 0 for no effect and ±100 for the full control effect; mostly tested at two doses, the higher about 12 µM
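Cells expressing the human receptor were seeded at 1500 cells/well, incubated overnight at 37 degrees C in 5% CO2, then exposed to library compounds with dopamine controls for 90 minutes at 37 degrees C before luminescent detection.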
EPAC2 ag: activates human EPAC2 exchange factor | Q8WZA2 | EPAC2 activation, biochemical qHTS; response scale: 100% = 6.5 mM cAMP response | Potency, µM (highest dose often 154 µM), for the others: top-dose activation, usual class: activators | 0.079% of 360,000 active | AID 720711; note: potency is the fitted concentration of half-maximal effect; nearly all actives have a fitted effect of over 50% in size
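Exchange assay: 100 nM EPAC2 with 250 nM Rap1B-BODIPY-GDP and 50 uM GDP. Fluorescence (ex 480/em 540 nm) read every 5 min for 30 min at room temperature. Data normalized to 6.5 mM cAMP as agonist control.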
PTHR1 ag: PTHR1 (human) receptor agonism; Q03431; HEK293 GP2 PTHR1 cells, GloSensor cAMP luminescence, 1 h; Potency, µM (series often up to 115 µM), inactives show at the highest dose activation, most hits filed as activators; 0.075% of 410,000 active; AID 743266; note: potency is the fitted concentration of half-maximal effect; nearly all actives have a fitted effect of over 55% in size; some results filed as inactive show a strong effect at the top dose; inactives centre near -15; many of its hits are not listed in these tables
Target sequence (Q03431 whole entry, looked up): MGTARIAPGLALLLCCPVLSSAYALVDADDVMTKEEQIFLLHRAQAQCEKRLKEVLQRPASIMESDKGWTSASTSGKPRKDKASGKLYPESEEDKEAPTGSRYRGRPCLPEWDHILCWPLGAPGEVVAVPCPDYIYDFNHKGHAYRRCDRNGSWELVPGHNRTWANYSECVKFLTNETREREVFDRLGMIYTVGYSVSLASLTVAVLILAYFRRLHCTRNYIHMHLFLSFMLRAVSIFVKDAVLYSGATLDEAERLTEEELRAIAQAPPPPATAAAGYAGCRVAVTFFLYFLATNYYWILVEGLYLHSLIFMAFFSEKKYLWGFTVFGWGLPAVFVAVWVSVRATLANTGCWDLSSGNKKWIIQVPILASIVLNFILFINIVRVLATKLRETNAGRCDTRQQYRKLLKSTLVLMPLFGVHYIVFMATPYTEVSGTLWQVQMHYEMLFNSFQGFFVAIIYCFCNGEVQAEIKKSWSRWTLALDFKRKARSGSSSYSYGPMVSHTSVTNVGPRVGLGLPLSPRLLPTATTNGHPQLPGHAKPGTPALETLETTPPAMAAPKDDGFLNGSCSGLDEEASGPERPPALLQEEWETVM
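HEK-293-derived GP2 cells expressing PTHR1 and a GloSensor cAMP reporter, 3,000/well, plated overnight, given luciferin plus IBMX (each 0.5 mM as added) for 1 h at 37 °C, then compound for 1 h at 37 °C. Luminescence was read after 15 min at room temperature.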
The depositor's hits bear a star; i = inactive; u = inconclusive; x = not tested or not shown; [ ] = dose if it differs, or a comment. Unless noted, calls come from the whole dose curve; as a rule, active = well fitted curve in the direction sought with a large enough effect; inconclusive = small, poorly fitted or top-dose-only effect, or another doubt; inactive = no such curve, though single readings can be large; an effect the other way counts as inactive or inconclusive. A portion of the library; count on the stated rates, not on these rows.

SMILES	DRD3 agonist	EPAC2 antag	Akt phos inh	Mm-Cpn inhibitor	CCT chaperon mod	DRD3 antagonist	EPAC2 ag	PTHR1 ag
COc1ccc(C(=O)NC(=S)NNC(=O)c2c(-c3ccccc3)noc2C)cc1OC	14.3	-5.8%	i	0.8%	-3.3	-15.3	8.7%	-3.7%
Cc1ccc(S(=O)(=O)N2CCCC(C(=O)NCc3cccnc3)C2)cc1Cl (stereo not drawn)	-1.3	3.8%	i	1.8%	-0.3	6.6	1.3%	-2.7%[57.5 µM]
CSc1nc(C(=O)N2CCc3c([nH]c4ccccc34)C2c2ccccn2)cs1 (stereo not drawn)	-14.6	-21.9%	i	3.0%	-1.9	2.4	15.9%	-14.3%
Cc1ccc(CSc2nnc3c(n2)OC2(Nc4ccccc4-3)C(=O)Nc3ccc(F)cc32)cc1 (stereo not drawn)	-22.1	5.8%	i	-1.0%	1.7	u	-34.0%[inhibitor]	-35.8%[inhibitor]
O=C(CSc1nnc2ccccn12)Nc1ccc(S(=O)(=O)N2CCOCC2)cc1	-5.9	21.5%	i	-4.0%	2.3	8.0	-4.2%	-5.9%
COC(=O)CSC1=C(C#N)C(c2ccsc2)CC(=O)N1 (stereo not drawn)	-1.7	-0.4%	i	-0.1%	-1.2	32.7	-5.7%	-16.5%[57.5 µM]
CNC(=O)COc1coc(CN2CCN(c3ccc(F)cc3)CC2)cc1=O	-10.2	9.8%	i	-2.3%	-1.0	9.5	-7.1%	i
CCc1ccc(NC(=O)C(C)OC(=O)CCC(=O)c2cccs2)cc1 (stereo not drawn)	2.7	-3.7%	i	0.8%	1.1	-3.5	8.8%	-17.6%
COc1ccc2c(c1)cc(C(=O)N[C@@H](CCSC)C(=O)N1CCC(C(=O)O)CC1)n2C	21.6	3.7%	i	-1.0%	-0.4	11.6	-0.2%	23.5%
O=[N+]([O-])c1cc(Cl)ccc1Sc1cccc2cccnc12	0.9	2.5%	i	-2.0%	-0.2	-22.2	6.7%	-20.5%

As entered above.
O=C(CSc1nnc2ccccn12)Nc1ccc(S(=O)(=O)N2CCOCC2)cc1 – DRD3 antagonist = 8.0
CSc1nc(C(=O)N2CCc3c([nH]c4ccccc34)C2c2ccccn2)cs1 (stereo not drawn) – EPAC2 antag = -21.9%
COC(=O)CSC1=C(C#N)C(c2ccsc2)CC(=O)N1 (stereo not drawn) – DRD3 agonist = -1.7

More entries:
SMILES	DRD3 agonist	EPAC2 antag	Akt phos inh	Mm-Cpn inhibitor	CCT chaperon mod	DRD3 antagonist	EPAC2 ag	PTHR1 ag
O=C(COC(=O)C1COc2ccccc2O1)Nc1ccc2c(c1)CCC2 (stereo not drawn)	-1.3	-0.1%	i	0.3%	2.1	-9.3	13.5%	-6.3%[57.5 µM]
Cc1cc(C)nc(NC(=O)CSc2nc3cc(Cl)ccc3s2)n1	1.6	-5.5%	i	-0.5%	0.0	-11.2	5.2%	-12.3%
CCOC(=O)c1ccccc1NC(=O)C1CCN(c2ncnc3sc(C)c(C)c23)CC1	23.2	-2.0%	i	0.8%	-0.9	0.0	9.9%	-94.1%[inhibitor]
O=C(CSCc1ccc([N+](=O)[O-])cc1)NC1CCCCCC1	-7.6	6.9%	i	1.0%	-1.2	-5.6	3.3%	-29.1%
N#Cc1ccc(CN(c2ccncc2)S(=O)(=O)c2ccccc2)cc1	-3.2	16.3%	i	0.0%	-2.0	0.4	7.0%	-6.3%
CCN(CC(=O)Nc1c(F)cccc1F)C(=O)CCC(=O)c1ccc(C)cc1	-6.1	12.2%	i	-0.2%	-2.3	15.9	1.7%	-60.1%[inhibitor]
CCOc1ccc(N(CC(=O)NC2CCCC2)C(=O)Cn2nnc(-c3ccc(C)o3)n2)cc1	-14.8	-13.5%	i	-2.2%	-1.2	0.0	7.2%	i
O=[n+]1cc(-c2ccc(Cl)cc2)n([O-])c2c1CCC2	-9.7	1.4%	i	0.3%	1.8	-13.7	6.1%	i
O=C(CC1Sc2ccccc2NC1=O)NNC(=O)Nc1ccc(Cl)cc1 (stereo not drawn)	19.6	3.4%	i	0.3%	-1.7	7.9	0.0%	-13.1%
CCN1C(=NCCOC)N[C@@H](c2cccs2)C(C(=O)OC)=C1C	2.6	15.2%	i	-2.1%	0.3	u	5.4%	-22.1%
CC12CC(NC(=O)N1CCc1ccccc1)c1ccccc1O2 (stereo not drawn)	3.3	-0.9%	x	-0.3%	-1.4	50.6	-4.9%	-36.2%[inhibitor]
Cc1c(C(=O)Nc2ccc(F)cc2)cn2c(nc3ccccc32)c1C#N	5.5	1.8%	i	-8.3%	0.6	8.8	-2.5%	-11.4%
CCc1cccc(CC)c1NC(=O)C1CCN(C(=O)c2ccco2)CC1	-1.0	1.7%	i	-1.3%	-1.1	4.6	3.8%	i
Cc1cccc(N2C(=O)N3[C@H](c4ccc(Br)cc4)[C@@H]4C(=O)N(C(C)(C)C)C(=O)[C@@H]4[C@]3(Cc3ccc(Cl)cc3)C2=O)c1	-11.7	9.5%	i	-0.4%	-0.1	u	-3.5%	-27.0%
COc1cccc(-n2cnc(=O)c3cccnc32)c1	-8.3	6.6%	i	-3.5%	1.0	-2.8	4.4%	i
O=C(/C=C/c1ccc(F)cc1)NC(=S)N1CCCCC1c1cccnc1 (stereo not drawn)	-3.3	2.3%	i	0.5%	-1.9	-21.6	4.7%	-0.5%
COc1cccc(-n2nnc3c(=O)n(CC(=O)N4CCC(Cc5ccccc5)CC4)cnc32)c1	-4.9	-1.3%	i	0.2%	2.5	u	-11.0%	-27.1%
CN1C[C@@H]2[C@@H]3C(=O)N(Cc4ccccc4)C(=O)[C@@H]3[C@](C)(C1=O)N2C(=O)c1ccccc1	-17.8	-6.9%	i	x	1.1	36.7	7.4%	-29.0%
CCOC(=O)C1CCN(C(=O)CCc2c(C)nc3cc(-c4ccccc4)nn3c2C)CC1	2.5	7.5%	i	-5.1%	-1.6	-26.8	4.4%	-1.9%
O=C(Nc1cc(C(F)(F)F)ccc1Cl)c1cccnc1	5.4	-5.9%	i	0.5%	-0.1	-8.4	2.7%	-30.0%
Cc1ccc(N2CCCC2=O)cc1S(=O)(=O)N1CCOCC1	-15.5	7.6%	i	1.2%	-0.1	-0.4	4.7%	i
CC(=O)N/C(=C\c1ccc(C)o1)C(=O)NCc1ccccc1	-4.6	-4.5%	i	-3.1%	0.7	1.3	8.1%	i
Cn1cc(C(=O)C(=O)N2CCCCC2)c2ccccc21	2.9	x	i	x	-2.3	14.3	u	-9.7%
Cc1ccc(S(=O)(=O)Nc2ccsc2C#N)cc1	-1.3	0.8%	i	1.5%	0.6	1.2	2.4%	-32.4%
CN1/C(=C\C(=O)c2ccco2)c2ccccc2CC1(C)C	-9.5	4.4%	i	0.5%	-0.9	3.0	4.0%	-9.2%[57.5 µM]
Fc1ccc(-c2nc3ccccc3[nH]2)cc1	0.1	-10.0%	i	0.7%	1.2	5.0	6.6%	-60.9%[inhibitor]
Cc1nc(NC(=O)CSc2nnnn2Cc2ccccc2)sc1C	4.9	6.6%	i	-0.7%	-1.4	3.1	-0.1%	i
NC(=O)c1ccccc1NC(=O)CCCCCn1nnc2ccccc2c1=O	-1.5	-9.9%	i	0.5%	-0.4	4.6	2.0%	i
CCOC(=O)CC1COCCN1Cc1cn(C)nc1-c1ccccc1F (stereo not drawn)	1.7	-21.5%	i	-4.9%	-2.1	1.8	-0.8%	i
O=C(NCCc1ccc(F)cc1)NC12CC3CC(CC(C3)C1)C2	4.5	-4.2%	i	-0.1%	-2.3	2.7	22.7%	i
COc1ccc(/C=C/C(=O)O)cc1S(=O)(=O)N1CCc2ccccc21	-4.6	14.7%	i	-0.1%	-1.5	-11.1	12.7%	i
CCCCc1nnc(NC(=O)CS(=O)(=O)Cc2ccccc2)s1	3.7	2.7%	i	0.4%	-2.4	2.8	7.1%	i
Cn1nc(C(F)(F)F)c(-c2cccc(C(F)(F)F)c2)c1NC(=O)c1cccnc1	0.4	-21.6%	i	0.3%	-2.9	4.1	5.8%	-59.1%[inhibitor]
O=c1nc2s/c(=C\c3ccc(-c4ccccc4[N+](=O)[O-])o3)c(=O)n2nc1-c1ccccc1	8.0	25.2%	i	-5.3%	0.7	0.1	70.8µM*	i
CN1N=C2c3ccccc3CCC2C1c1ccc(F)cc1 (stereo not drawn)	-23.2	1.9%	i	0.5%	1.2	1.0	1.3%	-20.3%
COc1ccc(C(=O)Nc2nc3ccccc3s2)c(OC)c1	5.7	2.2%	i	-1.9%	-4.1	5.7	-5.3%	-35.0%
CC1CCCCN1C(=O)c1ccc(NC(=O)c2ccccc2Cl)cc1 (stereo not drawn)	0.4	4.3%	i	-1.0%	-2.6	-6.0	4.1%	-8.2%
CC1=Nc2ncnn2C(c2ccccc2)/C1=N\O (stereo not drawn)	-1.6	-1.8%	i	0.3%	-7.1	13.3	11.1%	i
CCc1ccc(NC(=O)N(C2CCC(C)CC2)C2CCN(C(C)=O)CC2)cc1 (stereo not drawn)	-7.7	-12.8%	i	-2.2%	-1.6	10.0	5.6%	-19.0%
COC(C[C@H]1O[C@@H]1[C@@H](O)COCc1ccccc1)OC	-7.9	28.2%	i	-0.9%	-0.8	5.4	7.0%	i
COc1ccc(C(=O)n2cnc(N)n2)cc1	1.3	7.7%	i	2.0%	0.8	3.1	-2.1%	i
CC(NCc1nc2ccccc2n1C)C12CC3CC(CC(C3)C1)C2 (stereo not drawn)	-12.0	-4.6%	i	-7.6%	-0.8	-77.6*	4.6%	-9.5%
CC(C)(C)c1ccc(C(=O)C2CCCN(C(=O)C3CCOCC3)C2)cc1 (stereo not drawn)	9.4	16.5%	i	-1.1%	-2.5	-4.6	u	-77.7%[inhibitor]
NNC(=O)CN1C(=O)Nc2ccc(Br)cc2C1c1ccccc1 (stereo not drawn)	-2.6	4.2%	i	0.4%	3.0	-10.7	-19.1%	-94.4%[inhibitor]
O=C(CN1CCCC1)NC12CC3CC(CC(C3)C1)C2	-3.1	3.3%	i	3.7%	-1.0	2.7	3.2%	-20.8%
Cc1oc(-c2cccc(C(F)(F)F)c2)nc1CN1CCN(c2ccccn2)CC1	-17.1	-24.3%	i	-4.1%	-0.1	-10.0	-11.6%	-5.9%

From PubChem
